Caspase-1 inhib: allosteric or competitive inhibitors of human caspase-1; P29466; Caspase-1 enzyme, Ac-WEHD-AFC fluorogenic rate; Potency, µM (highest dose often 57.5 µM), inactives show top-dose activity change, negative = inhibition, usual class: inhibitors; 0.03% of 75,000 active; AID 900;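 further: potency means the concentration at half of the fitted maximal effect; plate controls were vehicle for no effect and no substrate for full effect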
A350 fluor: compounds fluorescent in Alexa 350 spectral region. Compound autofluorescence, 340/450 nm, Alexa 350 dye-equivalents; hits give high values. max dye-equivalent concentration, M. 11% of 59,000 active; in the data active means max dye-equivalent concentration above about 10 nM; inconclusive means mostly about 1.1 nM to 9.6 nM
Ub-GFP proteasome: inhibits proteasome, raising ubiquitin-GFP reporter fluorescence. Ubiquitin-GFP reporter cells, proteasome inhibition, GFP fluorescence; response scale: untreated = 0%, 10 µM MG-132 = 100%. Potency, µM (highest dose often 45.9 µM), for inactives: at the top dose activation (GFP accumulation), actives largely listed as activators. 67,000 tested, under 10 active; active means well fitted activation curve with a large enough effect, not every such curve was filed as active; inconclusive means small, poorly fitted or top-dose-only effect, or another doubt; inactive means no such curve, though single readings can be large or run the other way; further: potency means the concentration at half of the fitted maximal effect
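Proteasome block read as GFP accumulation: ubiquitin(G76V)-GFP U2OS cells exposed to compound (2.9 nM–46 uM) for 4 hr at 37 C. Normalization used untreated cells as 0% and 10 uM MG-132 as 100%; concentration-response curves fitted.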
Fluorescein autfl: compound fluoresces in the fluorescein spectral region; max fluorescein-equivalent concentration, M; Compound autofluorescence, 480/540 nm, fluorescein-equivalent; hits give high values; AID 593; 0.91% of 59,000 active; in the data active means max fluorescein-equivalent concentration above about 10 nM; inconclusive means between about 1.1 nM and that limit
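First, buffer (100 mM Tris, pH 8.0) dispensed; second, compounds and fluorescein standards pinned in; third, 15 min room-temperature incubation; finally, imaging at ex 480 nm/em 540 nm. Fluorescence normalized against the six-point fluorescein curve.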
HEK293 cAMP cs: raises cAMP in parental HEK293 cells, TSHR agonist counter-screen | parental HEK293 CNG cAMP sensor, membrane potential fluorescence | Potency, µM (series often up to 57.1 µM), inactives show at the highest dose activation, hits mostly activators | 2.5% of 73,000 active; further: potency means the concentration at half of the fitted maximal effect; % of control where 0% means no effect; nearly all actives have a fitted effect of over 55% in size
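Counterscreen for endogenous-receptor signalling: CNG-channel HEK 293 cells report cAMP rise by membrane depolarization. After 60 min dye equilibration with 100 uM RO 20-1724, compounds incubated 30 min before bottom-read fluorescence at 590 nm.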
Casp7 inh: allosteric or competitive inhibitors of human caspase-7; P55210; recombinant caspase-7, Ac-DEVD-AFC fluorescence rate; Potency, µM (doses to about 57.5 µM), for the others: at the highest dose activity change, negative = inhibition, most hits filed as inhibitors; 0.02% of 75,000 active; AID 889; active means well fitted inhibition curve with a large enough effect in the main read-out, with a control signal flat, not every such curve was filed as active; inconclusive means small, poorly fitted or top-dose-only effect, or a change in a side signal; further: potency means the concentration at half of the fitted maximal effect; % of control where 0% means no effect
BRCT PPI red: inhibitors of human BRCA1 BRCT-phosphoprotein interaction (red fluorophore) | Potency, µM (doses to about 76.9 µM), without a hit: top-dose activity change, negative = inhibition, hits mostly inhibitors | 0.03% of 75,000 active | BRCT-phosphopeptide binding, red fluorescence polarization | AID 892 | P38398; further: on the % scale 0 is the no-effect control and ±100 the full control effect
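Rhodamine-labelled pBACH1 10-mer (100 nM) bound to BRCT domain (100 nM) at pH 7.3; compounds incubated 12 min room temperature, polarization read. Free peptide defines full inhibition; unlabelled decapeptide titrated as control.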
BRCT PPI green: inhibitors of human BRCA1 BRCT-phosphoprotein interaction (green fluorophore); 0.05% of 75,000 active; P38398; BRCA1 BRCT-phosphopeptide binding, green fluorescence polarization; Potency, µM (top dose mostly 76.9 µM), for inactives: at the highest dose activity change, negative = inhibition, usual class: inhibitors;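 further: potency means the concentration at half of the fitted maximal effect; plate controls were peptide without protein for full effect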
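Compounds were incubated for 12 min at room temperature with a complex of 100 nM fluorescein-tagged pBACH1 decapeptide and 250 nM His-tagged BRCT protein. Buffer was phosphate pH 7.3 with EDTA, DTT and Tween 20. Disruption of binding lowers the polarization signal.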
GFP derepression: derepresses silenced GFP locus in mouse C127i cells; mouse C127i GFP locus derepression, cytometry, 30 h; Potency, µM (doses to about 46.1 µM), without a hit: at the highest dose GFP derepression (activation); 0.09% of 68,000 active; AID 597; further: % of control where 0% means no effect
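Murine C127i mammary cells carrying a silenced, stably integrated CMV-driven GFP reporter were treated with compound for 30 hours at 37 C. After PBS washes, GFP-positive cells were counted by laser-scanning microplate cytometry.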
USP2a inh: blocks human ubiquitin-specific protease USP2a | O75604 | USP2a enzymatic assay, qHTS inhibition | Potency, µM (doses to about 38.3 µM), for the others: at the highest dose activity change, negative = inhibition, actives largely listed as inhibitors | 0.1% of 60,000 active;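 further: potency means the concentration at half of the fitted maximal effect; nearly all actives have a fitted effect of over 60% in size; plate controls were DMSO for no effect and NEM full inhibition control for full effect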
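20 nM USP2 core + cpd, 30 min RT; add 20 nM Ub-PLA2/20 uM NBD C6-HPC; read Ex460/Em535 at 0 h and 2.5 h. Normalized to NEM; qHTS curve fit/classification.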
4-MU autofl: 4-MU region autofluorescence | 11% of 59,000 active | compound autofluorescence, 340/450 nm, 4-MU equivalents; hits give high values | max dye-equivalent concentration, M | AID 589; in the data active means max dye-equivalent concentration above about 10 nM; inconclusive means mostly about 1.1 nM to 9.6 nM
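Intrinsic fluorescence at 340/450 nm (ex/em) was read after 15 min at room temperature in pH 8.0, 100 mM Tris. Each compound concentration expressed as 4-MU-equivalent concentration from a six-point 4-MU standard series on each plate.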
* hit, by the source's call; i = inactive; u = inconclusive; x = no result given; [ ] = dose if it differs, or a comment. Unless noted, the call rests on the fitted dose curve; in most records, active means well fitted curve in the direction sought with a large enough effect; inconclusive means small, poorly fitted or top-dose-only effect, or another doubt; inactive means no such curve, though single readings can be large; an effect the other way counts as inactive or inconclusive.

no. | structure | Caspase-1 inhib | A350 fluor | Ub-GFP proteasome | Fluorescein autfl | HEK293 cAMP cs | Casp7 inh | BRCT PPI red | BRCT PPI green | GFP derepression | USP2a inh | 4-MU autofl
1 | CCCCC(=O)Nc1ccc(NC(=O)C2CC2)cn1 | 0% | i | -3% | i | 3% | -1% | -1.8% | -1.2% | 3% | -8% | i
2 | COc1cccc(-c2cc(C(=O)Nc3cnn(Cc4ccccc4C)c3)no2)c1 | -2% | u | 3% | i | u | 0% | 0.3% | -0.5% | 1% | 1% | i
3 | Cc1ccc(F)c(NC=C2C(=O)OC(C)(C)OC2=O)c1 | -2% | x | 25% | x | 7% | 1% | -0.4% | -2.7% | 0% | -3% | x
4 | O=P(O)(COc1ccccc1)COc1ccccc1 | -1% | x | x | x | 9% | -1% | -2.8% | -1.4% | x | x | x
5 | COc1cc2cc(C)c(SCC(=O)N3CCOCC3)nc2cc1OC | 1% | i | -1% | i | 6% | 0% | 1.2% | -2.7% | 2% | 0% | i
6 | C=CCn1c(SCc2nnc(-c3ccccc3)o2)nnc1C(O)c1ccccc1 (stereo not drawn) | 3% | i | -9% | i | 10% | -4% | -2.1% | -0.3% | -2% | -2% | i
7 | COc1ccc(CCNS(=O)(=O)c2ccc(F)cc2)cc1OC | -1% | i | -3% | u | 0% | 0% | 1.6% | -1.1% | 1% | 8% | i
8 | COC(=O)Cn1c2c(c3cc(C)ccc31)CCCC2 | 0% | i | -3% | u | 8% | 0% | 0.8% | -1.5% | 6% | -7% | i
9 | CCCCNC(=O)CS(=O)Cc1nc(-c2cccs2)oc1C (stereo not drawn) | -4% | x | -2% | x | -2% | 0% | 0.7% | -2.0% | 1% | x | x
10 | CSc1nnc(-c2ccc(S(=O)(=O)N3CCOCC3)cc2)n1CC1CCCO1 (stereo not drawn) | -1% | i | 0% | i | -4% | 2% | -0.4% | -3.8% | 2% | x | i
11 | O=C(COc1ccccc1)N1CCN(C(=O)c2cccs2)CC1 | 1% | i | -6% | u | 8% | 2% | 2.3% | -0.1% | -2% | 0% | i
12 | O=C(c1c(O)c2ccc(Cl)cc2[nH]c1=O)C1CC1 | 3% | x | -3% | x | 1% | 2% | -2.6% | -1.6% | -1% | x | x
13 | Cn1nc(-c2ccc(Cl)cc2)c2cc(C(=O)N3CCC(N4CCCCC4)CC3)sc21 | 3% | i | 11% | u | 14% | 0% | -1.7% | 3.1% | -3% | -3% | i
14 | COc1ccc(C(=O)CN2C3=NCCCN3c3ccccc32)cc1OC | 3% | x | -10% | x | 3% | -1% | 0.8% | 6.7% | -2% | 1% | x
15 | CCNc1nc(NCC)nc(Nn2cnnc2)n1 | -1% | x | -17% | x | 9% | 0% | 0.9% | -1.6% | 0% | 0% | x
16 | CNc1ncncc1-c1ccccc1CN(C)C | -1% | i | 4% | u | 2% | -1% | -0.7% | 0.2% | 5%[9.22 µM] | -3% | i

Part of the list above, reformatted.
13) Cn1nc(-c2ccc(Cl)cc2)c2cc(C(=O)N3CCC(N4CCCCC4)CC3)sc21
- Caspase-1 inhib: 3%
- A350 fluor: i
- Ub-GFP proteasome: 11%
- Fluorescein autfl: u
- HEK293 cAMP cs: 14%
- Casp7 inh: 0%
- BRCT PPI red: -1.7%
- BRCT PPI green: 3.1%
- GFP derepression: -3%
- USP2a inh: -3%
- 4-MU autofl: i

15) CCNc1nc(NCC)nc(Nn2cnnc2)n1
- Caspase-1 inhib: -1%
- A350 fluor: x
- Ub-GFP proteasome: -17%
- Fluorescein autfl: x
- HEK293 cAMP cs: 9%
- Casp7 inh: 0%
- BRCT PPI red: 0.9%
- BRCT PPI green: -1.6%
- GFP derepression: 0%
- USP2a inh: 0%
- 4-MU autofl: x

11) O=C(COc1ccccc1)N1CCN(C(=O)c2cccs2)CC1
- Caspase-1 inhib: 1%
- A350 fluor: i
- Ub-GFP proteasome: -6%
- Fluorescein autfl: u
- HEK293 cAMP cs: 8%
- Casp7 inh: 2%
- BRCT PPI red: 2.3%
- BRCT PPI green: -0.1%
- GFP derepression: -2%
- USP2a inh: 0%
- 4-MU autofl: i

12) O=C(c1c(O)c2ccc(Cl)cc2[nH]c1=O)C1CC1
- Caspase-1 inhib: 3%
- A350 fluor: x
- Ub-GFP proteasome: -3%
- Fluorescein autfl: x
- HEK293 cAMP cs: 1%
- Casp7 inh: 2%
- BRCT PPI red: -2.6%
- BRCT PPI green: -1.6%
- GFP derepression: -1%
- USP2a inh: x
- 4-MU autofl: x

Remaining list, next part.
no. | structure | Caspase-1 inhib | A350 fluor | Ub-GFP proteasome | Fluorescein autfl | HEK293 cAMP cs | Casp7 inh | BRCT PPI red | BRCT PPI green | GFP derepression | USP2a inh | 4-MU autofl
17 | Cn1c(=O)c2c(nc(NCc3ccco3)n2C)n(C)c1=O | 1% | i | 5% | u | 0% | 0% | -0.7% | -3.0% | 2% | 3% | i
18 | Cc1cc(NC(=O)C(C)C)ncc1NC(=O)CCc1ccccc1 | 1% | i | 2% | i | 12% | -1% | 0.1% | -2.4% | 0% | 15% | i
19 | CCOCCn1c(CN2CCC(C)CC2)nc2c1c(=O)n(C)c(=O)n2C | u | x | 9% | x | 3% | -17% | -2.1% | -1.6% | x | x | x
20 | CCOc1ccc(CN2CCC(=O)NC2=O)cc1 | -2% | x | -8%[9.17 µM] | x | 1%[11.4 µM] | 1% | 0.0% | -0.4% | 0% | 2%[7.66 µM] | x
21 | COc1ccc(NC(=O)CSc2nnc(Cc3cccn3C)n2CCc2ccccc2)cc1OC | -2% | i | -4% | i | 6% | 0% | 0.6% | -2.7% | 2% | 24% | i
22 | ON(CCc1ccccn1)Cc1ccccc1 | 0%[11.5 µM] | i | -5%[9.17 µM] | i | 9%[11.4 µM] | 0%[11.5 µM] | 1.2%[15.4 µM] | -1.9%[15.4 µM] | 0%[9.22 µM] | x | i
23 | CCNC(=O)c1ccccc1-c1nc(-c2ccccc2Cl)no1 | -2% | i | 0% | i | 27% | 0% | -0.2% | -0.3% | 6% | 8% | i
24 | O=c1c(N2CCOCC2)nsnc1N1CCOCC1 | 0% | x | 20%[9.17 µM] | x | 1%[11.4 µM] | 1% | 0.0% | 0.2% | 0% | 1%[7.66 µM] | x
25 | Cc1cccc(CNc2cc(-c3ccc(N(C)C)cc3)ncn2)c1 | -1% | 7.1e-08M* | 0% | u | u | -3% | -1.3% | -0.7% | 3%[9.22 µM] | -28% | 7.1e-08M*
26 | Brc1ccc(-c2nnc(-c3ccco3)o2)cc1 | 1% | x | x | x | 8% | -4% | 1.0% | -0.1% | x | x | x
27 | Cn1nnc2cc(C(=O)NCCC3=CCCCC3)ccc21 | 0% | i | 0% | i | 4% | 0% | 0.9% | -3.7% | 0% | 2% | i
28 | Cc1cccc(NC(=O)CS(=O)(=O)c2cn(C)c3ccccc23)c1C | 1% | i | 0% | i | 4% | 0% | -0.5% | -0.7% | 0% | 4% | i
29 | O=P(O)(CCc1ccccn1)CN1CCCCC1 | -5% | x | 15% | x | -2% | 0% | 0.6% | -0.3% | -4% | -7% | x
30 | CCOC(=O)c1[nH]c(C)c(C(=O)Nc2cccc(Cl)c2C)c1C | -1% | i | 3% | i | 9% | -2% | -0.4% | -3.1% | 4% | 21% | i
31 | Cc1cccc(CNc2ccnc(-c3ccc(C(=O)N(C)C)cc3)n2)c1 | -1% | i | 13% | i | 16% | -2% | 0.1% | 1.0% | 0%[9.22 µM] | 28% | i
32 | COc1ccc(CNC(=O)CCc2c(C)nc3ncnn3c2C)cc1 | 2% | i | 8% | u | 5% | -1% | -2.4% | -2.6% | -2% | -7% | i
33 | CCCn1nnnc1NCc1ccccc1OCc1cccs1 | -2% | u | 3% | u | 21% | 2% | 1.5% | 2.8% | 5% | -8% | u
34 | CCc1ccc(CNc2ccc(O)cc2)cc1 | u | u | 5% | i | -18% | -28% | -6.5% | -3.5% | 6% | 38%[activator] | i
35 | COCc1cc(C)nc(N2CCOCC2)c1C#N | 1% | x | 0% | x | 7% | -2% | 0.8% | -6.4% | x | x | x
36 | Cn1c(SCc2nc3ccccc3s2)nnc1-c1ccc2c(c1)OCO2 | 0% | i | 5% | i | 16% | -2% | 1.0% | -0.6% | 4% | 2% | i
37 | Cn1c(CCNC(=O)c2ccco2)nc2cc(NS(=O)(=O)c3ccc(Cl)cc3)ccc21 | 0% | i | x | u | -5% | -2% | -0.3% | -0.9% | -2% | 48%[activator] | i
38 | CCn1c(CSc2ncccn2)nnc1SCC(=O)N1c2ccccc2CC1C (stereo not drawn) | 0% | i | -4% | i | 7% | -1% | -1.8% | -0.6% | 0% | 32%[activator] | i
39 | COc1ccc(Cn2cccc(NC(=O)Nc3ccc(C#N)cc3)c2=O)cc1 | 0% | i | 3% | i | u | -1% | 0.5% | 1.0% | 2% | 9% | i
40 | COC(=O)C1(Cc2ccccc2)C=C2C(=C(c3ccccc3)C(=O)C2C)CN1 (stereo not drawn) | u | x | x | x | 32µM* | u | 0.0% | -5.2% | x | x | x

Screens deposited in PubChem BioAssay by National Center for Advancing Translational Sciences (NCATS).

Not all compounds are listed. The share of hits here may be higher or lower than overall.
